Source: PubChem (Broad Institute)
PglD DTNB: C. jejuni PglD acetyltransferase inhibitors, primary screen, biochemical, DTNB colorimetric, single point. UDP-N-acetylbacillosamine N-acetyltransferase PglD (Campylobacter jejuni). purified PglD enzyme, DTNB colorimetric CoA detection. inhibition, % at 12.5 µM. 0.098% of 360,000 active; in the data active = inhibition above about 16%, passing the limit was not always enough; inconclusive = no clear call, values can overlap the other calls; note: strong numbers were not always called active
FN deposit inh: inhibitors of fibronectin matrix deposition, primary screen, AH1F cells, Alexa488-fibronectin fluorescence, plate reader; inhibition, % at 12.6 µM; 0.086% of 350,000 active; AH1F fibroblasts, overnight;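 active = mean inhibition across replicates of 30% or more, regardless of how many single replicates reach that level; inconclusive = mean under 30% yet at least half of replicates reach 30%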;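 note: positive control wells lacked labelled fibronectin entirely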
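Schedule: 1 h cell adhesion before compound, then overnight fibronectin incubation; test system: AH1F fibroblast monolayer depositing Alexa488-labelled fibronectin into matrix; quantity: 10000 AH1F cells per well; probe or stimulus: fluorescent fibronectin at 24 nM final; signal: fluorescence, ex 485 nm, em 525 nm; evaluation: percent inhibition as loss of matrix-bound fibronectin fluorescence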
PAX8 inh HTS: inhibitors of PAX8-driven TPO luciferase reporter, primary screen, RMG-I cells, single concentration. SteadyGlo, 24 h. inhibition, % at 12.6 µM. 1.2% of 360,000 active. AID 652154, 2013;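 active = mean replicate inhibition at least 60% with every replicate also reaching 60%; inconclusive = only one of the two criteria is met; inactive = mean below 60% and not all replicates reaching 60%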;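 note: luciferase light reporting Pax8 driven TPO promoter activity; plate controls were median of neutral control wells for no effect and mitoxantrone controls for full effect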
ERAP1 HTS inh: human ERAP1 aminopeptidase inhibitors, primary screen, biochemical, single point, plate reader; recombinant ERAP1, Leu-AMC fluorescence, 60 min; inhibition, % at 10.7 µM; Endoplasmic reticulum aminopeptidase 1 (Homo sapiens), Q9NZ08; 0.15% of 340,000 active;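 active = mean replicate inhibition of at least 30%, or all replicates individually reaching that 30% level; inactive = mean below 30% and not every replicate reaching it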;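 note: 0% = neutral control wells and 100% = L-leucinethiol positive control wells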
Target sequence (Q9NZ08 whole entry, looked up): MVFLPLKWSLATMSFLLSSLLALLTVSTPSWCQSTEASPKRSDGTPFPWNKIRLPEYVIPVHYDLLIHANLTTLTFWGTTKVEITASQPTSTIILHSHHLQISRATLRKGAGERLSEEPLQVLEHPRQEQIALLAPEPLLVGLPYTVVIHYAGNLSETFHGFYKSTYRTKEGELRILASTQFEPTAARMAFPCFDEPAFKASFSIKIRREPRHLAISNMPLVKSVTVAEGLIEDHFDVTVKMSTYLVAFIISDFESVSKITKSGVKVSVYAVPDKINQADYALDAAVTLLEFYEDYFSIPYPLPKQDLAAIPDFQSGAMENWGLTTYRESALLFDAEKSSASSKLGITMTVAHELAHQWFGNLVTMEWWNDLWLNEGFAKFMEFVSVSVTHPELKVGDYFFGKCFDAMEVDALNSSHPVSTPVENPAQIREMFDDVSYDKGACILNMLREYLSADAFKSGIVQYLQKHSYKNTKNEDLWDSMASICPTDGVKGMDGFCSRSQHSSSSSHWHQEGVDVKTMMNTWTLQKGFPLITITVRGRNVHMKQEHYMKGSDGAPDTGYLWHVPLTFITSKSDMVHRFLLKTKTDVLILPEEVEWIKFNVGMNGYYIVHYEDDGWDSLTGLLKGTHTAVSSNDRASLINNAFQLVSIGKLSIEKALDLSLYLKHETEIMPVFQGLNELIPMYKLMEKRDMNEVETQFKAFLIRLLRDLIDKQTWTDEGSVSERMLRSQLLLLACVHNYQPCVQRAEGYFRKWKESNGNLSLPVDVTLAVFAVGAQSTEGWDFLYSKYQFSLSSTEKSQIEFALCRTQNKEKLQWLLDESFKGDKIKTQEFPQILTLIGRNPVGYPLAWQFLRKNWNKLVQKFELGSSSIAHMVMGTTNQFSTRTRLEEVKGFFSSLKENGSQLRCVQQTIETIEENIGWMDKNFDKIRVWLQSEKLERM
S100A4 MyoIIA: inhibitors of S100A4-myosin IIA peptide binding, primary screen, biochemical, fluorescence polarization, TAMRA-MyoIIA peptide; Protein S100-A4 (Homo sapiens), P26447; inhibition, % at 10.7 µM; 0.14% of 360,000 active; AID 652163, 2013;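 active = mean inhibition of at least 70% across replicates, with every replicate also reaching that level; inconclusive = mean inhibition reaches 70% but some replicates fall short; inactive = mean inhibition below 70%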
Target sequence (P26447 whole entry, looked up): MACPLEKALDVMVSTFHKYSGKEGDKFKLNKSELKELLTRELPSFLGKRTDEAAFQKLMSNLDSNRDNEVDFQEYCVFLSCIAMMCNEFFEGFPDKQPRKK
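System – human S100A4 monomer protein, biochemical binding assay · Buffer or medium – Calcium-containing HEPES buffer, pH 7.2 · Timing – 5 min between mix addition and reading · Also added – TAMRA-labelled myosin IIA heavy-chain peptide probe, 5 nM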
EWS-Fli inh: EWS/Fli-driven NR0B1 reporter inhibitors, primary screen, A673 cells, NR0B1 luciferase, luminescence, MLPCN library. viability-normalised. inhibition, % at 12.6 µM. 0.67% of 350,000 active. AID 651661, 2012;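 active = mean inhibition of at least 50% after viability correction, with every replicate also passing that limit; inconclusive = mean reaches 50% but only one of two replicates passes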;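 note: firefly luciferase signal divided by Alamar Blue viability fluorescence both relative to DMSO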
LGR2 inh: inhibitors of bursicon-induced LGR2 CRE-luciferase signal, primary screen, cell-based, HEK293, CRE-luciferase reporter, bursicon stimulation; 0.35% of 380,000 active; Drosophila bursicon receptor LGR2 (rickets); AID 720647, 2013; bursicon-stimulated, 4 h; inhibition, % at 9.99 µM;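 active = drop in luminescence signal, shown as inhibition above about 50% in the replicate tests, limit read from the data, passing the limit was not always enough; inconclusive = probably only some replicates passing the limit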;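 note: agonist challenge used bursicon conditioned medium at about half maximal strength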
PGC1a acetyl inh: inhibitors of PGC1a acetylation signal, primary screen, cell-based, U2OS, AlphaScreen, inhibitor mode. inhibition, % at 15.6 µM. AlphaScreen anti-acetyl-lysine; with virally co-expressed GCN5 acetyltransferase. AID 651687, 2012. 0.17% of 350,000 active;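 active = every replicate shows inhibition of at least 40%; inconclusive = mean inhibition at least 40% but some replicate below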;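 note: 0% = neutral control wells and 100% = positive control wells; some results beyond the cut were filed as inactive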
Starred values were filed as active, the others as inactive; ? = inconclusive; nt = not tested or not shown; & = joins results of further samples.

SMILES	PglD DTNB	FN deposit inh	PAX8 inh HTS	ERAP1 HTS inh	S100A4 MyoIIA	EWS-Fli inh	LGR2 inh	PGC1a acetyl inh
COc1ccc(S(=O)(=O)N(C)C[C@H]2Oc3ccc(NC(=O)C4CC4)cc3CC(=O)N([C@@H](C)CO)C[C@@H]2C)cc1	-3	nt	nt	-3	-9	7	7	5
C/C(=C\c1ccccc1)CN1CCN(c2ccccc2F)CC1	-3	nt	nt	1	-8	nt	9	-3
C[C@@H]1CN([C@H](C)CO)C(=O)c2ccccc2-c2ccccc2CO[C@@H]1CN(C)C(=O)[C@@H]1CCCN1C	2	-9	19	0	-2	-6	20	-1
CC1CCC(NC(=O)C2CCC(CNS(=O)(=O)c3cccc4nsnc34)CC2)CC1 (centres undefined)	-2	-11	-2	3	0	0	-19	13
COc1ccc(NC(=O)N(C)C[C@@H]2Oc3ccc(NC(=O)C4CCCCC4)cc3CC(=O)N([C@@H](C)CO)C[C@@H]2C)cc1	6	-3	nt	0	0	-4	13	9
C[C@H]1CN([C@@H](C)CO)C(=O)c2cccc(NC(=O)Nc3cccc4ccccc34)c2O[C@H]1CN(C)C(=O)Nc1ccc2c(c1)OCO2	-3	-4	nt	1	7	7	4	5
COCC#Cc1ccc2c(c1)O[C@H](CN(C)CC1CCOCC1)[C@H](C)CN([C@H](C)CO)S2(=O)=O	1	nt	nt	0	4	-11	-16	5
CCOc1ccc(S(=O)(=O)NCCC(=O)OCN2C(=O)c3ccccc3C2=O)cc1	-3	-4	8	nt	nt	nt	nt	1
CCCCNc1c(-c2ccc(SC3CCCCC3)cc2)nc2ccccn12	-3	-3	-217	-5	-2	-47	-50	5
CCc1ccc(NC(=O)C2CCN(S(=O)(=O)c3cccs3)CC2)cc1	1	0	-7	1	-4	8	5	-2
COc1ccc(CNC(=O)Nc2nc(C(N)Cc3ccc(C(F)(F)F)cc3)cs2)cc1 (centres undefined)	2	3	-4	-1	-14	17	-3	8
O=C(NCC[C@@H]1CC[C@@H](NC(=O)C2CCCCC2)[C@H](CO)O1)Nc1ccc(Cl)cc1	13	-2	-56	nt	nt	-39	-26	-18
C[C@H](CO)N1C[C@H](C)[C@H](CN(C)C)Oc2ncc(-c3cccc(F)c3)cc2C1=O	-4&0	-12	nt	1&2	5&2	-6&3	-3	4&2
CCOc1ccc(NC(=O)COC(=O)C2CCC(=O)N2)c([N+](=O)[O-])c1 (centres undefined)	nt	0	-3	2	-9	-2	-12	nt
CC(C)N(Cc1ccccc1)C(=O)c1cnc2n(c1=O)CCS2	0	4	-8	6	?	1	8	nt
C[C@@H]1CN([C@H](C)CO)C(=O)Cc2cc(NS(C)(=O)=O)ccc2O[C@H]1CN(C)Cc1ccc(C(F)(F)F)cc1	5	-4	24	-1	2	-6	-28	31
C[C@H]1CN([C@@H](C)CO)C(=O)c2cc(NC(=O)C3CCCCC3)ccc2O[C@H]1CN(C)C(=O)Nc1ccc(F)cc1	1	nt	-4	-1	3	-6	-5	nt
C/C=C/C=C/C(=O)OCC(=O)Nc1ccc(Cl)cc1	2	2	-8	-1	-1	4	nt	-6
Cc1ccc(NC(=O)COC(=O)c2cc(-c3cccs3)nn2-c2ccccc2)cc1[N+](=O)[O-]	3	3	-19	nt	nt	nt	-4	-1
O=C(COC(=O)c1ccc(O)cc1)Nc1cccc(S(=O)(=O)NC2=NCCCCC2)c1	3	1	13	nt	1	-2	4	1
Cc1ccc(NC(=O)CCNS(=O)(=O)c2ccc(Br)s2)cc1	4	0	-3	2	-7	2	3	-10
CC(C)(C)C(=O)CSc1nccc(=O)[nH]1	2	nt	nt	1	-3	1	16	-3
CNC(=S)N(CCc1c(C)[nH]c2ccc(C)cc12)Cc1ccc(OC)c(OC)c1	3	-8	38	0	5	6	-10	5
Cc1ccc(SCc2ccc(C(=O)N3CCCCC3)cc2)cc1	nt	-3	-26	6	-16	-24	-52	5
Cc1cc(C(=O)NCCN2CCCCC2C)n(-c2ccccc2)n1 (centres undefined)	10	-7	-14	3	-4	-4	3	-5
COc1ccc(S(=O)(=O)N(C)C[C@@H]2Oc3ccc(NS(=O)(=O)c4c(C)noc4C)cc3CC(=O)N([C@@H](C)CO)C[C@@H]2C)cc1	-1	nt	-2	1	7	-9	0	1
COc1cccc(CN(C)C(=S)Nc2cccc(C)c2)c1	nt	4	8	nt	-9	7	-1	nt
CC(C)(C)c1cc(NS(=O)(=O)c2cccs2)no1	2	-9	-11	-2	-5	0	0	3
CN(C)Cc1csc(NC(=O)Nc2ccccc2C(C)(C)C)n1	-4	0	-7	-5	-6	-22	8	10
Cn1cnc([N+](=O)[O-])c1NCc1ccccc1	-2	5	-56	nt	-2	5	10	-18

Quoted from the listing (16 entries):
SMILES	PglD DTNB	FN deposit inh	PAX8 inh HTS	ERAP1 HTS inh	S100A4 MyoIIA	EWS-Fli inh	LGR2 inh	PGC1a acetyl inh
CC(C)N(Cc1ccccc1)C(=O)c1cnc2n(c1=O)CCS2	0	4	-8	6	?	1	8	nt
C[C@@H]1CN([C@H](C)CO)C(=O)Cc2cc(NS(C)(=O)=O)ccc2O[C@H]1CN(C)Cc1ccc(C(F)(F)F)cc1	5	-4	24	-1	2	-6	-28	31
C[C@H]1CN([C@@H](C)CO)C(=O)c2cc(NC(=O)C3CCCCC3)ccc2O[C@H]1CN(C)C(=O)Nc1ccc(F)cc1	1	nt	-4	-1	3	-6	-5	nt
C/C=C/C=C/C(=O)OCC(=O)Nc1ccc(Cl)cc1	2	2	-8	-1	-1	4	nt	-6
Cc1ccc(NC(=O)COC(=O)c2cc(-c3cccs3)nn2-c2ccccc2)cc1[N+](=O)[O-]	3	3	-19	nt	nt	nt	-4	-1
O=C(COC(=O)c1ccc(O)cc1)Nc1cccc(S(=O)(=O)NC2=NCCCCC2)c1	3	1	13	nt	1	-2	4	1
Cc1ccc(NC(=O)CCNS(=O)(=O)c2ccc(Br)s2)cc1	4	0	-3	2	-7	2	3	-10
CC(C)(C)C(=O)CSc1nccc(=O)[nH]1	2	nt	nt	1	-3	1	16	-3
CNC(=S)N(CCc1c(C)[nH]c2ccc(C)cc12)Cc1ccc(OC)c(OC)c1	3	-8	38	0	5	6	-10	5
Cc1ccc(SCc2ccc(C(=O)N3CCCCC3)cc2)cc1	nt	-3	-26	6	-16	-24	-52	5
Cc1cc(C(=O)NCCN2CCCCC2C)n(-c2ccccc2)n1 (centres undefined)	10	-7	-14	3	-4	-4	3	-5
COc1ccc(S(=O)(=O)N(C)C[C@@H]2Oc3ccc(NS(=O)(=O)c4c(C)noc4C)cc3CC(=O)N([C@@H](C)CO)C[C@@H]2C)cc1	-1	nt	-2	1	7	-9	0	1
COc1cccc(CN(C)C(=S)Nc2cccc(C)c2)c1	nt	4	8	nt	-9	7	-1	nt
CC(C)(C)c1cc(NS(=O)(=O)c2cccs2)no1	2	-9	-11	-2	-5	0	0	3
CN(C)Cc1csc(NC(=O)Nc2ccccc2C(C)(C)C)n1	-4	0	-7	-5	-6	-22	8	10
Cn1cnc([N+](=O)[O-])c1NCc1ccccc1	-2	5	-56	nt	-2	5	10	-18

The list continues:
SMILES	PglD DTNB	FN deposit inh	PAX8 inh HTS	ERAP1 HTS inh	S100A4 MyoIIA	EWS-Fli inh	LGR2 inh	PGC1a acetyl inh
CO[C@@H]1CN(C)C(=O)c2cc(NC(=O)CC(F)(F)F)ccc2OC[C@H](C)N(C(=O)C2CCOCC2)C[C@H]1C	nt	-5	nt	0	-35	-6	-5	6
COc1ccc(NC(=O)c2ccc(NC(=O)C(C)C)cc2)c([N+](=O)[O-])c1	2	1	20	0	8	-8	4	nt
COc1ccc(NC(=O)CCOc2ccc(C)cc2)cc1S(=O)(=O)N1CCOCC1	4	-5	6	1	-4	5	-4	1
Cc1ccc2oc(=O)n(CC(=O)O)c2c1	-1	-23	0	-1	0	-5	-5	7
CCCCCNc1c(C(=O)OCC)c(=O)[nH]c2ccccc12	3	-2	-25	nt	nt	nt	nt	-1
O=C(NC1CCCCC1)[C@@H]1[C@@H](CO)[C@@H]2Cn3c(cccc3=O)[C@H]1N2CC1CCCCC1	nt	nt	nt	2	12	-11	-26	-1
Cc1cc(C)n(-c2ccc(C(=O)OC(C)C)cc2)n1	1	nt	nt	-2	-1	nt	-6	-7
CCN1C(=O)c2c(C)nc3ccccc3c2C1=O	nt	nt	nt	-1	2	4	-13	-2
O=C(O)C1CCCCC1C(=O)NCc1ccccn1 (centres undefined)	nt	4	-18	4	-6	7	6	-4
N#Cc1ccc(-c2ccc3c(c2)[C@H]2[C@H](CCN2Cc2ccc4c(c2)OCO4)[C@H](CO)N3)cc1	0	-12	12	-1	-2	2	-9	-1
Cc1cc(N(CC(=O)NC(C)C)S(C)(=O)=O)ccc1Br	nt	8	18	-1	12	2	nt	nt
O=C(N/N=C/c1ccccc1OCc1ccccc1)c1cccs1	-17	-10	-34	nt	nt	nt	-16	0
C[C@H]1CN([C@@H](C)CO)C(=O)c2cc(C3=CCCCC3)cnc2O[C@H]1CN(C)C(=O)NC1CCCC1	4	nt	nt	2	8	3	16	-5
CC(C)CCNC(=O)C(c1ccco1)N(CCCO)C(=O)Cn1nnc(-c2ccc(F)cc2)n1 (centres undefined)	nt	4	52	6	-1	12	25	nt
O=C(NCCc1ccccc1)c1ccccc1NC(=O)C1CCCCC1C(=O)O (centres undefined)	nt	3	-32	-3	5	-39	13	nt

A different layout for part of the listing above:
> CCCCCNc1c(C(=O)OCC)c(=O)[nH]c2ccccc12
- PglD DTNB: 3
- FN deposit inh: -2
- PAX8 inh HTS: -25
- ERAP1 HTS inh: nt
- S100A4 MyoIIA: nt
- EWS-Fli inh: nt
- LGR2 inh: nt
- PGC1a acetyl inh: -1
> O=C(NC1CCCCC1)[C@@H]1[C@@H](CO)[C@@H]2Cn3c(cccc3=O)[C@H]1N2CC1CCCCC1
- PglD DTNB: nt
- FN deposit inh: nt
- PAX8 inh HTS: nt
- ERAP1 HTS inh: 2
- S100A4 MyoIIA: 12
- EWS-Fli inh: -11
- LGR2 inh: -26
- PGC1a acetyl inh: -1
